Source: PubChem
CRE Fsk mod = modulators of forskolin-stimulated CRE signaling in CHO cells. Potency, µM (titrated, usually from 38.2 µM), without a hit: at the highest dose activity change, negative = inhibition, hits mostly activators. CHO CRE-bla reporter (cAMP response element driving beta-lactamase), forskolin EC10, beta-lactamase ratio. hit rate 2.5% among 71,000. AID 662; active = well fitted activation curve with a large enough effect in the signal ratio, with a control signal flat, not every such curve was filed as active; inconclusive = small, poorly fitted or top-dose-only effect, or effect the other way, or a change in a side signal; the % refers to the signal ratio; note: potency is the fitted concentration of half-maximal effect; % of control where 0% means no effect
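Modulation of forskolin signalling: compounds in titration series added with EC10 NKH 477 to CHO cells carrying a CRE-driven beta-lactamase reporter, 3 h, 37C. CCF4 FRET ratio (460/530 nm, ex 405 nm) gives %activity and AC50.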
Hsp90 Hop PPI = changes Hsp90-Hop TPR2A binding signal, up or down; AlphaScreen TPR2A-His6 binding biotin-Hsp90 C-terminal peptide; Potency, µM (highest dose often 57 µM), for the others: at the top dose activity change, negative = inhibition; hit rate 0.44% among 71,000; active = well fitted curve in either direction with a large enough effect; inconclusive = small, poorly fitted or top-dose-only effect, or another doubt; note: potency is the fitted concentration of half-maximal effect; % is set by controls: 0 for no effect and ±100 for the full control effect; many of its hits are not listed in these tables
Epigenetic mod = epigenetic modulators derepressing GFP locus in mouse cells; hit rate 0.09% among 68,000; mouse C127i GFP locus derepression, cytometry, 30 h; Potency, µM (top dose mostly 46.1 µM), for the others: at the top dose GFP derepression (activation); note: % of control where 0% means no effect
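Read-out is the number of GFP-positive cells, scored as fluorescent objects 20 to 120 um wide, reflecting derepression of a silenced CMV-GFP reporter in murine C127i cells after 30 h compound exposure at 37 C.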
4MU fluor = compounds fluorescent in 4-MU spectral region. AID 589. compound autofluorescence, 340/450 nm, 4-MU equivalents; stronger effect = higher value. max dye-equivalent concentration, M. hit rate 11% among 59,000; in the data active = max dye-equivalent concentration above about 10 nM; inconclusive = mostly about 1.1 nM to 9.6 nM
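Intrinsic fluorescence at 340/450 nm (ex/em) was read after 15 min at room temperature in pH 8.0, 100 mM Tris. Each compound concentration expressed as 4-MU-equivalent concentration from a six-point 4-MU standard series on each plate.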
Texas Red fluor = Texas Red region autofluorescence; Compound fluorescence, Texas Red channel, 547/618 nm; stronger effect = higher value; max dye-equivalent concentration, M; hit rate 0.06% among 59,000; AID 587; in the data active = max dye-equivalent concentration above about 10 nM; inconclusive = between about 1.1 nM and that limit
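Spectral interference profiling: each compound concentration's relative fluorescence, read with a 547 nm excitation and 618 nm emission filter pair, was normalized to a per-plate Texas Red standard curve.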
HBB splice mod = alters splicing of the hemoglobin beta chain; hit rate 0.06% among 65,000; Potency, µM (highest dose often 46.1 µM), inactives show at the top dose activation, actives largely listed as activators; HBB splicing reporter cell assay, activation; EGFP reporter with mutant IVS2-654 intron; response scale: normalised to 500 nM splice-correcting PNA; note: potency is the fitted concentration of half-maximal effect; 0% is about no effect
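HeLa cells stably expressing EGFP interrupted by mutant beta-globin intron 2 (IVS2-654), 500/well in 2% FCS. Treated with compound for 2 days at 37C. Splicing correction scored as total well GFP intensity (488 nm excitation, 500-520 nm emission); 500 nM antisense PNA served as control.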
ERK AVP inh = blocks ERK signaling stimulated by vasopressin. HEK293-V1b, vasopressin-stimulated pERK AlphaScreen. Potency, µM (titrated, usually from 57.5 µM), for inactives: at the top dose activity, negative = inhibition, actives largely listed as inhibitors. hit rate 0.99% among 72,000. AID 995; note: potency is the fitted concentration of half-maximal effect; % is set by controls: 0 for no effect and ±100 for the full control effect; nearly all actives have a fitted effect of over 55% in size
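Overnight-seeded V1b-HEK293 cells in 1% FBS got compound, then vasopressin (25 nM final, 5 min, 37C), then lysis buffer. AlphaScreen detection of phospho-ERK; activity normalized to basal and full-stimulation controls.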
A350 autofl = compounds fluorescent in Alexa 350 spectral region; Compound autofluorescence, 340/450 nm, Alexa 350 dye-equivalents; stronger effect = higher value; max dye-equivalent concentration, M; hit rate 11% among 59,000; in the data active = max dye-equivalent concentration above about 10 nM; inconclusive = mostly about 1.1 nM to 9.6 nM
UbGFP stabilizer = ubiquitin-GFP accumulation via proteasome inhibition; Ubiquitin-GFP reporter cells, proteasome inhibition, GFP fluorescence; response scale: untreated = 0%, 10 µM MG-132 = 100%; Potency, µM (doses to about 45.9 µM), without a hit: at the highest dose activation (GFP accumulation), usual class: activators; 67,000 tested, under 10 active; AID 526; active = well fitted activation curve with a large enough effect, not every such curve was filed as active; inconclusive = small, poorly fitted or top-dose-only effect, or another doubt; inactive = no such curve, though single readings can be large or run the other way; note: potency is the fitted concentration of half-maximal effect
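U2OS cells stably expressing ubiquitin(G76V)-GFP, seeded overnight in 0.5% FBS medium, were exposed to compounds (qHTS, 46 uM to 2.9 nM) for 4 hr at 37 °C. GFP-positive cells were counted by laser cytometry (488 ex/515 em), normalized between basal and 10 uM MG-132.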
Luciferase inh = blocks Photinus pyralis firefly luciferase activity; P08659; purified firefly luciferase, luminescence, 8 min; Potency, µM (highest dose often 57.1 µM), without a hit: at the highest dose activity change, negative = inhibition, usual class: inhibitors; hit rate 2.2% among 72,000; AID 411; note: potency is the fitted concentration of half-maximal effect; % is set by controls: 0 for no effect and ±100 for the full control effect; nearly all actives have a fitted effect of over 40% in size
Target sequence (P08659 whole entry, looked up): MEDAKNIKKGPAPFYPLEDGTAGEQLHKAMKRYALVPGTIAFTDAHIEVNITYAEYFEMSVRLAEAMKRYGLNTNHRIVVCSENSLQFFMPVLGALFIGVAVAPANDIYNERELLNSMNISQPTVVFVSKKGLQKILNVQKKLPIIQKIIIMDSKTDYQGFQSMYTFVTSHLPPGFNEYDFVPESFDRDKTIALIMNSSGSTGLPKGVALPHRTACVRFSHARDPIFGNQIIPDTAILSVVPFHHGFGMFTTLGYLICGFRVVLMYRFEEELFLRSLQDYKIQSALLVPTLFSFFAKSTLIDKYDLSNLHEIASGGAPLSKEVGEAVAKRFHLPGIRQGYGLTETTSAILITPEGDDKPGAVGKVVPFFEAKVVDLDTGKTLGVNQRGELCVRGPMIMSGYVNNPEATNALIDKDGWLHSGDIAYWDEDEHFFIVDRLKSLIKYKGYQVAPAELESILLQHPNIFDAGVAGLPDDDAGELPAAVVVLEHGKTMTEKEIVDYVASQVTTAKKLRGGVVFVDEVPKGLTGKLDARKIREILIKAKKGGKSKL
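Here, luciferase activity is measured as luminescence following an 8 min room-temperature reaction at 10 uM ATP, pH 7.2. Every library sample is titrated.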
Fluorescein autfl = fluorescein region autofluorescence | Compound autofluorescence, 480/540 nm, fluorescein-equivalent; stronger effect = higher value | hit rate 0.91% among 59,000 | max fluorescein-equivalent concentration, M; in the data active = max fluorescein-equivalent concentration above about 10 nM; inconclusive = between about 1.1 nM and that limit
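Library compounds, added at multiple concentrations to pH 8.0 Tris buffer (100 mM), incubate 15 min at room temperature before CCD imaging at 480 nm excitation and 540 nm emission.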
* marks the source's active call; other numbers are inactive results; i = inactive; u = inconclusive; x = not tested or not shown; [ ] = another dose, or the depositor's remark. Unless noted, calls come from the whole dose curve; as a rule, active = well fitted curve in the direction sought with a large enough effect; inconclusive = small, poorly fitted or top-dose-only effect, or another doubt; inactive = no such curve, though single readings can be large; an effect the other way counts as inactive or inconclusive. A portion of the library (hit frequency here may not be typical).

A first look (two entries):
SMILES	CRE Fsk mod	Hsp90 Hop PPI	Epigenetic mod	4MU fluor	Texas Red fluor	HBB splice mod	ERK AVP inh	A350 autofl	UbGFP stabilizer	Luciferase inh	Fluorescein autfl
CCOc1ccccc1NC(=O)Cn1nnc(-c2ccc(OCC)c(OCC)c2)n1	u	-1.2%	0.0%	i	i	x	-21.3%	i	-2.5%	5.7%	u
Cc1nc2cc(NC(=O)N(C)c3ccc4ccccc4c3)ccc2o1	-8.3%	-1.2%	2.1%	i	i	-0.4%	u	i	-0.9%	-2.2%	i

The whole of this part (from the top)
SMILES	CRE Fsk mod	Hsp90 Hop PPI	Epigenetic mod	4MU fluor	Texas Red fluor	HBB splice mod	ERK AVP inh	A350 autofl	UbGFP stabilizer	Luciferase inh	Fluorescein autfl
CCOc1ccccc1NC(=O)Cn1nnc(-c2ccc(OCC)c(OCC)c2)n1	u	-1.2%	0.0%	i	i	x	-21.3%	i	-2.5%	5.7%	u
Cc1nc2cc(NC(=O)N(C)c3ccc4ccccc4c3)ccc2o1	-8.3%	-1.2%	2.1%	i	i	-0.4%	u	i	-0.9%	-2.2%	i
CCCCCCn1c(CN2CCCCC2CC)nc2c1c(=O)n(C)c(=O)n2C (stereo unspecified)	u	-2.2%	x	x	x	-1.4%	x	x	4.3%	0.5%	x
O=C(COc1ccc(S(=O)(=O)N2CCOCC2)cc1)NC1CCCC1	-1.9%	-1.2%	0.0%	i	i	5.0%	-9.9%	i	-6.3%	2.9%	i
O=C(Nc1nc2ccccc2n1Cc1ccccc1)c1ccco1	1.3%	-3.1%	-2.0%	i	i	-0.2%	-21.2%	u	-4.4%	-0.9%	u
Cc1ccccc1-n1c(Cn2c(=O)sc3ccccc32)nnc1SCC(=O)N1CCOCC1	0.5%	0.0%	-1.6%	x	x	-0.1%	0.6%	x	15.5%	0.7%	x
NC(=O)C1CCCN(Cc2ccc(Cl)cc2)C1 (stereo unspecified)	-1.2%	-0.5%	2.2%	x	x	-0.7%[9.22 µM]	-4.0%	x	18.3%	-4.4%	x
CC(=O)c1ccc(NC(=O)C2CCC(C)NC2=O)cc1 (stereo unspecified)	-3.7%	-2.1%	2.0%	i	u	3.4%[1.84 µM]	-8.7%	i	16.4%	-0.3%	i
c1ccc(Cc2nnc3sc(Nc4ccccc4)nn23)cc1	-3.5%	-3.2%	4.3%	i	i	-0.5%	4.5%	i	6.6%	0.6%	i
C/C=C/c1ccccc1OCc1ccc(C(=O)O)o1	x	x	0.0%[20.6 µM]	i	i	x	x	i	x	4.2%[25.5 µM]	u
CC(=O)C1=C(O)C(=O)N(c2ccc(C(=O)O)cc2)C1c1ccccc1 (stereo unspecified)	x	x	u	u	i	x	x	u	x	0.4%[25.5 µM]	u
CCC(C)NC(=O)CCNS(=O)(=O)c1ccc(Br)cc1 (stereo unspecified)	u	-4.3%	2.6%	i	i	2.8%	-7.5%	u	-3.3%	-0.4%	i
CCS(=O)(=O)NCCc1cc2cc(C)c(C)cc2[nH]c1=O	-10.5%	-2.3%	-2.9%	u	i	2.0%	19.6%	u	-8.6%	-2.0%	i
Cc1cc2cc(CN(Cc3ccco3)C(=O)NCc3ccccc3)c(=O)[nH]c2cc1C	-8.1%	-6.1%	3.3%	u	u	-0.4%[57.5 µM]	-29.9%	u	-1.3%	-0.7%	u
O=C(CCCC1=NS(=O)(=O)c2ccccc2N1)N1CCN(c2ccccc2)CC1	u	-2.1%	-2.8%	i	i	-1.0%	15.5%	i	15.2%	0.4%	i
O=C(CN(C(=O)C1CSC(=O)C1)c1ccccc1F)NCc1ccc2c(c1)OCO2 (stereo unspecified)	-15.0%	-2.1%	-1.3%	i	u	-1.2%	-3.1%	i	-2.5%	0.3%	u
O=C(Cn1cnc2ccccc2c1=O)NCC(=O)N1CCN(c2ccccn2)CC1	u	-4.3%	0.0%	u	i	8.1%	23.5%	u	-6.2%	1.0%	i
CCCCN(CC)S(=O)(=O)c1ccc2c(c1)CCCN2C(C)=O	6.4%	-1.1%	-2.9%	i	i	-0.2%	5.9%	i	-14.6%	-1.3%	i
CC(C)OC(=O)C1C(=O)CC(C)(O)C(C(=O)OC(C)C)C1c1cccc(O)c1 (stereo unspecified)	-1.2%	-1.4%	3.6%	i	i	-1.0%	6.2%	i	5.6%	1.1%	i
CCCCn1c(NCCN(C)C)nc2c1c(=O)[nH]c(=O)n2C	5.2%	-3.9%	2.1%	i	i	-1.3%[57.5 µM]	-16.0%	i	0.9%	1.8%	u
CC(=O)NCCNc1cc(-c2ccccc2C(F)(F)F)ncn1	-2.9%	-1.4%	-2.9%[9.22 µM]	i	i	1.6%	-6.0%	i	2.8%	1.7%[2.29 µM]	i
O=C(COC(=O)c1ccccn1)Nc1ncc(C(F)(F)F)cc1Cl	u	-19.4%	-2.5%	u	u	-7.9%	3.0%	u	-1.0%	1.8%	u
CC(Oc1ccc(Cl)cc1Cl)C(=O)NCCCn1ccnc1 (stereo unspecified)	8.4%	-3.4%	1.0%	i	u	x	-18.7%	i	3.2%	2.0%	i
CCOC(=O)c1c(C)oc2c1c1c(c3ccccc32)OCN(Cc2cccnc2)C1	-11.0%	-21.6%	-8.7%	i	i	-1.1%	-3.0%	i	10.5%	-6.8%	u
O=C1Nc2ccccc2C1=Nc1ccc(-c2nnc3n2CCCCC3)cc1	-6.1%	1.5%	0.0%	i	u	1.6%[57.5 µM]	-18.6%	i	6.5%	0.4%	i

(next part)
SMILES	CRE Fsk mod	Hsp90 Hop PPI	Epigenetic mod	4MU fluor	Texas Red fluor	HBB splice mod	ERK AVP inh	A350 autofl	UbGFP stabilizer	Luciferase inh	Fluorescein autfl
FC(F)(F)c1ccccc1-c1ccc2ncnc(NC3CC3)c2c1	u	3.4%	-0.5%[9.22 µM]	i	i	-0.4%	-11.1%	i	0.6%	-1.1%[2.29 µM]	i
Cc1ccc(-c2nnn(CC(=O)N(c3ccc(F)cc3)C(C(=O)NC3CCCC3)c3ccco3)n2)o1 (stereo unspecified)	6.5%	0.3%	-1.2%	i	i	x	6.4%	i	-0.9%	1.1%	i
COCCNC(=O)CN1CCOc2ccccc21	-1.8%	-3.6%	-7.3%	x	x	0.5%	-7.2%	x	-2.6%	1.7%	x
CCN(CC)C(=O)c1ccc(NS(=O)(=O)c2ccccc2)cc1	u	1.7%	-2.7%	i	i	0.3%	-27.0%	i	2.5%	0.8%	u
Cc1nc(NCCO)c(C#N)c2c1COC(C)(C)C2	x	x	-0.3%[20.6 µM]	2.5e-08M*	i	x	x	2.99e-08M*	x	3.3%[25.5 µM]	i
O=C(O)CC12C[C@H]3C[C@@H](CC(O)(C3)C1)C2	-6.5%[7.6 µM]	-2.5%[11 µM]	2.2%[9.22 µM]	i	u	2.6%[9.22 µM]	21.2%[11.5 µM]	i	-2.4%[9.17 µM]	-0.9%[11.4 µM]	i
CCCN1Cc2cccc(C(=O)NCc3ccc4c(c3)OCO4)c2C1=O	u	u	-2.9%	i	i	-2.2%	35.7%[activator]	i	3.7%	3.0%	i
CC(=O)Nc1ccccc1NC(=O)CC(C)(C)C	4.5%	-2.0%	3.2%	i	u	-0.6%	-4.0%	i	-1.5%	2.0%	i
CCOC(=O)c1ccc(Nc2nnc3nc(C)cc(C)n23)cc1	u	-11.3%	-1.6%	i	i	1.9%	u	i	16.7%	0.1%	u
COc1ccc(C2CC(c3ccc(OC)cc3)n3nc(N)nc3N2)cc1 (stereo unspecified)	0.6%	-6.9%[2.3 µM]	x	x	x	-0.7%	-4.1%	x	-0.5%	-1.6%	x
CNS(=O)(=O)c1ccc(NC(=O)C(CCSC)NC(N)=O)cc1 (stereo unspecified)	u	-1.7%	5.7%	i	i	-0.1%	5.7%	i	-2.9%	-1.6%	i
COC(=O)c1cn(C(=O)c2cccs2)c2ccccc12	-7.0%	10.0%	-1.6%	i	i	-2.0%	-6.7%	i	2.2%	1.7%	i
O=C1CC(c2ccccc2)CC(O)=C1C=NCCN1CCNCC1 (stereo unspecified)	-0.6%	-1.0%	2.5%	x	x	-0.6%	-4.8%	x	0.0%	-0.3%	x
O=C(NCc1ccc(F)cc1)C1CCC(=O)N1C1CCCCC1 (stereo unspecified)	9.3%	-14.3%	0.0%	i	i	-0.7%	-15.6%	i	5.7%	1.5%	i
CCn1cc(C(=O)OC(C)C(=O)Nc2c(C)n(C)n(-c3ccccc3)c2=O)c(=O)c2ccc(C)nc21 (stereo unspecified)	5.2%	0.5%	-0.8%	i	i	0.1%	-11.9%	i	-2.6%	-25.9%	i
CCC(C)C(NC(=O)c1ccc(Cl)cc1)C(=O)O (stereo unspecified)	3.0%	-1.3%	0.0%	i	i	0.0%[57.5 µM]	5.4%	i	-1.9%	0.4%	i
CC(C)C(NC(=O)c1ccc(S(=O)(=O)N2CCOCC2)cc1)c1nc2ccccc2[nH]1 (stereo unspecified)	1.6%	-2.3%	1.6%	i	u	2.9%[1.84 µM]	-3.5%	i	-10.7%	3.7%	i
